# Source: PubChem (several laboratories)
# Keap1-Nrf2 PPI = inhibitors of human Keap1-Nrf2 protein-protein interaction; Q14145; Keap1 Kelch-Nrf2 peptide fluorescence polarization, 1536-well; inhibition, % at 9.4 µM; 0.15% of 340,000 active; AID 504523; in the data active = inhibition above about 12%;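 note: human Keap1 Kelch domain with fluorescein labeled Nrf2 9mer peptide probe; 0% = neutral control wells and 100% = peptide positive control; higher means more block of Keap1 binding to Nrf2 peptide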
# V-ATPase pH = yeast V-ATPase proton transport regulation by pHLuorin; S. cerevisiae, pHLuorin cytosolic pH fluorescence; response, % at 10 µM; 0.37% of 350,000 active; AID 504577; in the data active = response mostly above about 7.3%, no sharp cut-off; inactive = mostly below about 5.4%; note: actives read high; inactives centre near 0; some compounds called inactive have numbers as strong as hits; reference of the scale not given here
# CAL PDZ FP-1 = inhibitors of human CAL PDZ peptide binding | purified CAL PDZ, TMR-peptide fluorescence polarization, 1 h | Q9HD26 | inhibition, % at 20 µM | AID 504414 | 0.02% of 330,000 active;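 active = highest replicate inhibition of at least 40%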;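 note: plate controls were DMSO neutral control wells for no effect and unlabeled competitor peptide control wells for full effect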
#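 Assay system – tagged CAL PDZ protein CerCALP, purified · Timing – 1 h at RT · Compound – single point, 20 µM · Measured by – fluorescence polarization from S- and P-plane intensities, G-factor corrected · Evaluation – inhibition from polarization loss · Probe or stimulus – TMR reporter peptide T*-PRC34 · Buffer or medium – pH 7.4 phosphate-saline buffer, reducing agent, detergent, IgG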
# Pemphigus Ab inh = blocks pemphigus antibody binding to human desmoglein-3 | 0.48% of 310,000 active | P32926 | binding (percent of control), % at 10 µM | DSG3-coupled beads, scFv-anti-DSG3-GFP binding, flow cytometry; stronger effect = lower value | AID 588358;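 active = binding more than 3 SD below its plate's average and above zero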;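 note: hits lower antibody fragment binding to DSG3; some compounds called inactive have numbers as strong as hits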
# Target sequence (P32926 whole entry, looked up, the tested form may be a part): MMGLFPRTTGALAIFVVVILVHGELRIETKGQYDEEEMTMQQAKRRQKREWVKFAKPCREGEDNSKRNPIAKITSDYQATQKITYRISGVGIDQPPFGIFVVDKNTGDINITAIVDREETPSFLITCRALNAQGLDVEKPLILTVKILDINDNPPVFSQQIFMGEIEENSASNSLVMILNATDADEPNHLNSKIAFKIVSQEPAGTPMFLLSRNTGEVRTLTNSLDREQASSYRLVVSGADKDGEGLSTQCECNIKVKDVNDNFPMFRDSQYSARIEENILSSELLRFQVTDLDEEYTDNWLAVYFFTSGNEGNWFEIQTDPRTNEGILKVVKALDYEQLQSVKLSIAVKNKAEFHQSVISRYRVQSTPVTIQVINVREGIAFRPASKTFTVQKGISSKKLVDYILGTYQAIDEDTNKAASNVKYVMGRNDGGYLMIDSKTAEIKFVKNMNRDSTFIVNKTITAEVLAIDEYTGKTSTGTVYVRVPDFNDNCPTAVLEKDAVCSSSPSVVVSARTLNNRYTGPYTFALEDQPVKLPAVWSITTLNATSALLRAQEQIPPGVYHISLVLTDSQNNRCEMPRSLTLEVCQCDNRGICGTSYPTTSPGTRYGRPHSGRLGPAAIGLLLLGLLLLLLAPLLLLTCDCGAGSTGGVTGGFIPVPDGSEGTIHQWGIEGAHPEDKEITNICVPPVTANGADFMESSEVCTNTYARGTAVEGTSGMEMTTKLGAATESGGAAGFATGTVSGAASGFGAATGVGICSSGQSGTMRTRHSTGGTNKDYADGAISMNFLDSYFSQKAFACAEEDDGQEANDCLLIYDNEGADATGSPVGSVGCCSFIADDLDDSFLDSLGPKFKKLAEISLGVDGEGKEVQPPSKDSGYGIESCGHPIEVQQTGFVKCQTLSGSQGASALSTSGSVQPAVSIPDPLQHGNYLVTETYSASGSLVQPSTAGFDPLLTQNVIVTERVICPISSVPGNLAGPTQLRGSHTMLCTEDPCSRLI
# Cardiac RTF inh = cardiac RTF calcium desensitization. AID 493244. 0.12% of 340,000 active. IANBD-labeled cardiac RTF, Ca2+ fluorescence. P19429+P45379. inhibition, % at 7.15 µM;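 active = inhibition above the mean inhibition of all tested compounds plus 3 SD, cut at about 17% in these data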;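 note: assay run at fixed EC70 calcium of 1.6 mM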
# NSD2 inh = NSD2 (human) methyltransferase inhibition; O96028; NSD2 peptide methylation, AlphaScreen, 120 min; inhibition, % at 12.5 µM; 0.54% of 310,000 active; AID 743445; in the data active = inhibition above about 50%
# C-LANA FP = inhibitors of KSHV LANA C-terminal domain DNA binding; inhibition, % at 9 µM; 0.078% of 340,000 active; MBP-C-LANA/FAM-LBS DNA binding, fluorescence polarization;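 active = highest replicate inhibition at or above 60% at 9 µM, even if other replicates fall short; inactive = all replicates below 60% inhibition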;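 note: 0% = neutral control wells and 100% = 4 µM acridine orange control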
# CAL PDZ FP-2 = CAL PDZ (human) peptide binding inhibition | 0.92% of 300,000 active | AID 602252 | Q9HD26 | inhibition, % at 24.9 µM | purified CAL PDZ, TMR-peptide fluorescence polarization, 1 h;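 active = mean inhibition of at least 30% with at least half of replicates also reaching 30%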;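 note: 0% = DMSO neutral control and 100% = excess unlabeled competitor peptide PRC23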
# DAGLB inh = diacylglycerol lipase beta (human) inhibition; Q8NCG7; HEK293T DAGLB membrane lysate, EnzChek fluorogenic substrate; inhibition, % at 5.17 µM; 0.059% of 340,000 active; AID 504411; in the data active = inhibition above about 34%;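 note: 0% = enzyme with vehicle and 100% = wells lacking enzyme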
# Arr AP2 block = inhibitors of human beta-arrestin and AP2 interaction; FITC-arrestin peptide / GST-AP2 beads, flow cytometry; AP2 beta2 appendage carries R879A mutation; inhibition, % at 10 µM; 0.31% of 340,000 active; AID 504490;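 active = inhibition above a set limit, near 3 SD of compounds lacking own fluorescence, cut at about 54% in these data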;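 note: plate controls were DMSO wells for no effect and 5 µM unlabelled arrestin peptide for full effect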
#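 System: GST-tagged AP2 beta2-adaptin appendage (R879A) on 4 µm glutathione beads / Reagent: FITC-arrestin peptide, 50 nM / Detection: HyperCyt-sampled flow cytometry, FL1 channel, ex 488/em 535 nm / Timing: 12 min plus 1 h, RT / Buffer or medium: PBS plus Tween 20 (0.05%) and BSA (0.1%)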
# Active calls of the source: *; · = not tested or not shown. These rows are one share of the data, so the mix of outcomes need not match the whole.
SMILES,Keap1-Nrf2 PPI,V-ATPase pH,CAL PDZ FP-1,Pemphigus Ab inh,Cardiac RTF inh,NSD2 inh,C-LANA FP,CAL PDZ FP-2,DAGLB inh,Arr AP2 block
COc1ccc(CCn2c(C)cc(C(=O)CN3C(=O)C(=O)N(Cc4ccco4)C3=O)c2C)cc1,-1,0,-0.9,108,2,-3,-1.9,-3,-4,12
CCCOc1ccc(C2C(C(=O)c3ccc(C)o3)=C(O)C(=O)N2CCN2CCOCC2)cc1OC (stereo not given),-9,-1,-1.4,·,-10,·,0.3,0,-1,1
CC(=O)N1CCN(CCN2C(C)=CC(=C(C#N)C#N)C=C2C)CC1,-1,-2,-1.7,112,-2,·,-4.2,-5,0,-27
Cc1ccnc(NC(=O)C2CCCN(S(=O)(=O)c3ccc4[nH]c(=O)ccc4c3)C2)c1 (stereo not given),1,-1,-2.2,104,1,19,-0.2,2,2,8
COc1cc(/C=C/C(=O)OCC(=O)NCCN2C(=O)CSC2=O)ccc1OCC#N,-6,-1,-1.5,·,-7,-2,0.4,0,-2,4
O=C(O)c1cccnc1SC1CC(=O)N(c2cccc(C(F)(F)F)c2)C1=O (stereo not given),-2,3,-0.4,94,-8,·,0.0,·,-1,5
CC(C)Cn1c(CN2CCN(C(=O)c3ccco3)CC2)nc2c1c(=O)n(C)c(=O)n2C,-5,1,-2.4,123,1,-6,0.3,6,2,10
CN(CCCNC(=O)c1cc2c(=O)[nH]c3ccccc3c2n1C)Cc1ccccc1,1,3,-2.7,100,2,2,-0.5,-2,-1,-8
CCOc1ccc(Cc2c(Cl)nc(SC)nc2N(C)C)cc1,0,0,-0.9,·,8,0,1.6,-3,-11,7
Cc1ccc(-c2nn(-c3ccccc3)cc2C2CC(c3cccs3)=NN2C(=O)CCCC(=O)O)cc1 (stereo not given),-5,0,-2.5,·,-1,3,1.4,-6,3,1
CCOC(=O)c1cc(OC(=O)c2ccccc2OC)n(-c2ccccc2)n1,3,0,-3.0,121,-16,1,-0.4,-2,2,1
CCN1C[C@@H]2[C@@H]3C(=O)N(Cc4ccccc4)C(=O)[C@@H]3[C@](C)(C1=O)N2C(=O)c1ccc(C(F)(F)F)cc1,-4,-2,0.0,100,-2,·,-3.7,-6,0,·
O=C(NC1CC2CCC1C2)C1COc2ccccc2O1 (stereo not given),6,5,0.2,91,-7,-5,0.8,·,0,-3
C#CCOCCOCCOCCNc1nc(N2CCN(C(=O)[C@H]([C@@H](C)CC)n3cc([C@@H](N)Cc4ccc(O)cc4)nn3)CC2)nc(N2CCN(C(=O)[C@H]([C@@H](C)CC)n3cc([C@@H](N)CC(C)C)nn3)CC2)n1,0,2,-0.6,105,1,·,0.2,-3,0,25
O=C(c1cccc(F)c1)N1CCN(Cc2cccc(Br)c2)CC1,-6,4,0.0,117,-4,1,4.1,·,-1,-4
Cc1c(NC(=O)CSc2nnc(C(C)N(C)C)n2-c2ccccc2)c(=O)n(-c2ccccc2)n1C (stereo not given),-3,0,-0.7,103,-6,-2,1.1,-6,-4,29
CCCCN(C)C(=O)C(Cc1ccccc1)NS(=O)(=O)c1ccc2c(c1)c(=O)n(C)c(=O)n2C (stereo not given),1,3,0.3,99,-1,·,-1.6,·,1,11
COCCNC(=O)c1cc(-c2ccccc2OC)on1,4,0,-0.4,99,-3,·,0.8,·,1,-1
CCOC(=O)c1cnc(Nc2ccccc2)nc1C(F)(F)F,1,-4,-1.3,·,3,-1,-1.6,-2,-9,-2
Cc1ccc(-c2nnc(SCC(=O)Nc3cccnc3Cl)n2N)cc1,-4,0,0.2,·,-4,1,1.6,-4,0,0
CSc1nc2ccc(NC(=O)c3ccccn3)cc2s1,-4,3,0.3,101,-20,4,0.1,-2,-8,7
COc1ccccc1CCNC(=O)C(=O)NCC1OCCCN1S(=O)(=O)c1cc(C)ccc1C (stereo not given),1,-6,-0.5,112,-2,5,1.1,7,1,8
CCOc1ccc2nc(N/C(N)=N/S(=O)(=O)c3ccc(C)cc3)nc(C)c2c1,·,2,·,113,·,1,·,·,2,·
CC(NC(=O)c1cccnc1)C(=O)N1CCCCC1 (stereo not given),-4,5,-0.6,104,2,1,0.5,1,-2,-8
CCCCN1C(=O)c2ccc(C(=O)Nc3cccnc3)cc2C1=O,-4,-1,-2.9,130,2,·,0.3,-2,-2,3
# Later entries:
SMILES,Keap1-Nrf2 PPI,V-ATPase pH,CAL PDZ FP-1,Pemphigus Ab inh,Cardiac RTF inh,NSD2 inh,C-LANA FP,CAL PDZ FP-2,DAGLB inh,Arr AP2 block
Cc1cc(NC(=O)NC(=O)c2ccccc2NC(=O)CN)ccc1Oc1ncc(Br)cn1,4,2,-1.4,·,-3,·,0.7,-7,-2,12
COC(=O)N/N=C/c1cc(N=Nc2ccccc2Cl)ccc1O,-2,3,-2.8,102,7,·,1.5,-2,21,10
CC(=O)c1c(NCCc2ccccc2)nc(=S)n(-c2ccccc2)c1C,-19,3,-1.4,110,2,44,-1.6,3,-2,16
CN(C)CCCn1c(SCC(=O)Nc2nccs2)nnc1-c1ccncc1,0,5,0.5,94,-4,1,0.8,0,-3,14
CC(C)c1ccc(S(=O)(=O)N2CCN(C(C)C(=O)N3CCCC3)CC2)cc1 (stereo not given),0,-3,0.4,100,-13,-2,3.4,-2,-5,14
O=C(c1cccc2ccccc12)C1CCCN(C(=O)CCN2CCCO2)C1 (stereo not given),1,-3,0.0,104,5,0,0.9,-3,0,-9
Cc1ccc(/C=C/C(=O)OCC(=O)Nc2cccnc2Cl)o1,-4,4,-0.9,135,-2,0,1.7,0,-2,6
CC(C)c1ccc(OCC(O)CNC(C)c2ccccc2)cc1 (stereo not given),-6,6,-0.4,93,-9,2,-0.3,-2,-1,9
CCCN(CC(=O)Nc1ccccc1C)C(=O)c1ccc(C2SCCS2)cc1,1,-3,-1.2,114,6,1,0.0,-2,-8,1
Cc1ccn2nc(C(=O)OCC(=O)N(CC(C)C)C3CCS(=O)(=O)C3)nc2n1 (stereo not given),0,-2,1.2,·,1,-2,-0.3,-3,2,5
Cc1ccc(-c2cc(C(=O)Nc3ccc(S(=O)(=O)Nc4ncccn4)cc3)[nH]n2)c(O)c1C,-4,0,-4.3,81,1,6,0.1,1,8,-7
CCSC(C)CC1C/C(=N/O)c2c(C)noc2C1 (stereo not given),-1,-5,-1.8,104,-6,-1,0.3,-2,-3,11
COc1cc2ccccc2cc1-c1nnc(COc2ccccc2)o1,-3,4,-2.5,90*,-1,·,-0.1,·,-4,5
O=C(CSc1nnc(CNC(=O)c2cccs2)o1)NC1CCCCC1,-3,-1,-2.2,101,2,·,0.1,-4,0,-11
C#CCOCCOCCOCCNc1nc(N2CCOCC2)nc(N2CCN(C(=O)[C@H](Cc3ccc(O)cc3)n3cc([C@@H](N)CC(C)C)nn3)CC2)n1,1,4,0.9,96,-4,·,0.6,0,6,-2
O=C(OCc1ccccc1)N1CCC2CC1c1cc(Cl)ccc12 (stereo not given),0,3,-7.9,107,-11,·,4.2,-1,-2,31
CC(C)(C)c1ccc(C(=O)Nc2ccc(O)c3c(=O)cc(-c4ccccc4Cl)oc23)cc1,3,2,-0.5,103,-9,·,3.9,-5,1,11
COc1ccc(C(=O)NCc2cccnc2)cc1OC,-4,4,0.0,98,-7,-5,-1.3,16,-1,-6
Cc1onc(C(=O)N2CCC(C(N)=O)CC2)c1-c1ccccc1Cl,-1,0,-1.4,95,0,4,0.2,5,-1,-9
COC(=O)c1sc(NC(=O)C2CCCCC2C(=O)O)c(C(=O)OC)c1C (stereo not given),-2,-3,0.3,107,-10,-1,1.0,-6,0,-9
COCC(C)NCc1ccc(C)cc1C (stereo not given),-1,1,-2.0,101,-15,-2,-1.6,·,2,-5
COc1ccc(N(CC(=O)NCc2ccc(F)cc2)S(=O)(=O)c2c(C)n[nH]c2C)cc1,-6,2,-0.5,103,-1,-2,0.3,-5,-3,34

# By substructure: those above containing an aryl methoxy group
SMILES,Keap1-Nrf2 PPI,V-ATPase pH,CAL PDZ FP-1,Pemphigus Ab inh,Cardiac RTF inh,NSD2 inh,C-LANA FP,CAL PDZ FP-2,DAGLB inh,Arr AP2 block
COc1ccc(CCn2c(C)cc(C(=O)CN3C(=O)C(=O)N(Cc4ccco4)C3=O)c2C)cc1,-1,0,-0.9,108,2,-3,-1.9,-3,-4,12
CCCOc1ccc(C2C(C(=O)c3ccc(C)o3)=C(O)C(=O)N2CCN2CCOCC2)cc1OC (stereo not given),-9,-1,-1.4,·,-10,·,0.3,0,-1,1
COc1cc(/C=C/C(=O)OCC(=O)NCCN2C(=O)CSC2=O)ccc1OCC#N,-6,-1,-1.5,·,-7,-2,0.4,0,-2,4
CCOC(=O)c1cc(OC(=O)c2ccccc2OC)n(-c2ccccc2)n1,3,0,-3.0,121,-16,1,-0.4,-2,2,1
COCCNC(=O)c1cc(-c2ccccc2OC)on1,4,0,-0.4,99,-3,·,0.8,·,1,-1
COc1ccccc1CCNC(=O)C(=O)NCC1OCCCN1S(=O)(=O)c1cc(C)ccc1C (stereo not given),1,-6,-0.5,112,-2,5,1.1,7,1,8
COc1cc2ccccc2cc1-c1nnc(COc2ccccc2)o1,-3,4,-2.5,90*,-1,·,-0.1,·,-4,5
COc1ccc(C(=O)NCc2cccnc2)cc1OC,-4,4,0.0,98,-7,-5,-1.3,16,-1,-6
COc1ccc(N(CC(=O)NCc2ccc(F)cc2)S(=O)(=O)c2c(C)n[nH]c2C)cc1,-6,2,-0.5,103,-1,-2,0.3,-5,-3,34
